Bioassay records (PubChem)
MT1-MMP act inh: MT1-MMP (human) activation inhibition; P50281; HT1080 RFP-PRO-GFP cells, GFP/RFP ratio fluorescence, overnight; percent of plate control window, DMSO zero; GFP/RFP ratio change, % at 20 µM; actives 0.061% (n = 360,000); AID 651647;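 active = GFP/RFP ratio change of at least 30% with cell ATP level not reduced by more than half and red fluorescence within 50% of control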; also: strong numbers were not always called active
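Compound: 20 µM single dose, 1% DMSO / System: HT1080 RFP-PRO-GFP cells / Controls: DMSO and RFP-L50D-GFP cell wells / Read-out basis: GFP/RFP fluorescence ratio / Schedule: overnight compound exposure at 37 °C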
Neddylation inh: cullin neddylation inhibition; AID 651699; P61081+Q13564; actives 0.58% (n = 360,000); TR-FRET cullin neddylation, biochemical; calls only at 25 µM; in the data active = inhibition above about 36%
MLLE-PAM2 inh: inhibitors of microRNA-mediated deadenylation, human PABP1 MLLE binding. P11940. GST-MLLE / FITC-PAM2 fluorescence polarization. inhibition, % at 20 µM. actives 0.36% (n = 360,000); in the data active = inhibition above about 35%, passing the limit was not always enough;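 also: plate controls were DMSO wells with GST-MLLE for no effect and wells lacking GST-MLLE protein for full effect; some results filed as inactive read as strong as hits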
CendR NRP1 mod: modulators of CendR peptide binding to human neuropilin-1 | O14786 | FAM-RPARPAR peptide binding to NRP-1, fluorescence polarization | inhibition, % at 25 µM | actives 0.85% (n = 360,000) | AID 602438;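 active = inhibition or corrected inhibition above about 18%, plus a signal ratio from 0.5 to 1.5, limit read from the data, passing the limit was not always enough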; also: strong numbers were not always called active
Rin1 Abl inh: inhibitors of human Rin1-Abl protein interaction; TR-FRET Rin1/Abl binding, biochemical; inhibition, % at 7.35 µM; P00519+Q13671; actives 0.4% (n = 360,000); in the data active = inhibition above about 5%, passing the limit was not always enough
Target sequence (P00519 whole entry, looked up): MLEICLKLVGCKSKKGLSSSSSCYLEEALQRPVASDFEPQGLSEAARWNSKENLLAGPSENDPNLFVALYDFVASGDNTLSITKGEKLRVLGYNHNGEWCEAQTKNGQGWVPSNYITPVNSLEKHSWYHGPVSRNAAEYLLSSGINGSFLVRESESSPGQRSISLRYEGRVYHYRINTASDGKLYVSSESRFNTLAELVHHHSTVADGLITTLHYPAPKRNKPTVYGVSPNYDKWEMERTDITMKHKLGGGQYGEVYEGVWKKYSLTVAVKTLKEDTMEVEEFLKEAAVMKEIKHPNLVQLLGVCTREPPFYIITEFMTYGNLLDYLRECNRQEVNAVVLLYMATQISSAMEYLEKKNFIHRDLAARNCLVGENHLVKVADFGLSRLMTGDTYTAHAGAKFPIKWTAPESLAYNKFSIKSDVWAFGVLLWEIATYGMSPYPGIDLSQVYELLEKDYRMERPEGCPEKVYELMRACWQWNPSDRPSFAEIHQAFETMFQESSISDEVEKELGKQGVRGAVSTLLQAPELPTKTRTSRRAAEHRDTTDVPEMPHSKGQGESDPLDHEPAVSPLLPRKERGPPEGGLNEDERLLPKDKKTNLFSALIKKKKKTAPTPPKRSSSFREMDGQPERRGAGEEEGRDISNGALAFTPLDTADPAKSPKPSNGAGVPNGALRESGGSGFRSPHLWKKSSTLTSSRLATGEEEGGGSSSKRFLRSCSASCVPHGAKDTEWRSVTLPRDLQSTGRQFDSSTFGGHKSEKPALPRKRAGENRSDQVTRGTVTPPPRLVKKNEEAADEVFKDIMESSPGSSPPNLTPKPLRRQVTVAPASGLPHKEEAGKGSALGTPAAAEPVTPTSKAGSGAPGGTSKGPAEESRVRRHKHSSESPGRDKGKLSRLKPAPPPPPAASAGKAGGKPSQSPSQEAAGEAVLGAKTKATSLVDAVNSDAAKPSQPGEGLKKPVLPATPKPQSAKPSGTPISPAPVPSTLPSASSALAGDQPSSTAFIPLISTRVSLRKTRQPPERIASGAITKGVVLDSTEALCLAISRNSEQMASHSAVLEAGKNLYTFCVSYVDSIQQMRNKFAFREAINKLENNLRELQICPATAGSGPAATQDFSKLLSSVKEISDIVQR
Target sequence (Q13671 whole entry, looked up): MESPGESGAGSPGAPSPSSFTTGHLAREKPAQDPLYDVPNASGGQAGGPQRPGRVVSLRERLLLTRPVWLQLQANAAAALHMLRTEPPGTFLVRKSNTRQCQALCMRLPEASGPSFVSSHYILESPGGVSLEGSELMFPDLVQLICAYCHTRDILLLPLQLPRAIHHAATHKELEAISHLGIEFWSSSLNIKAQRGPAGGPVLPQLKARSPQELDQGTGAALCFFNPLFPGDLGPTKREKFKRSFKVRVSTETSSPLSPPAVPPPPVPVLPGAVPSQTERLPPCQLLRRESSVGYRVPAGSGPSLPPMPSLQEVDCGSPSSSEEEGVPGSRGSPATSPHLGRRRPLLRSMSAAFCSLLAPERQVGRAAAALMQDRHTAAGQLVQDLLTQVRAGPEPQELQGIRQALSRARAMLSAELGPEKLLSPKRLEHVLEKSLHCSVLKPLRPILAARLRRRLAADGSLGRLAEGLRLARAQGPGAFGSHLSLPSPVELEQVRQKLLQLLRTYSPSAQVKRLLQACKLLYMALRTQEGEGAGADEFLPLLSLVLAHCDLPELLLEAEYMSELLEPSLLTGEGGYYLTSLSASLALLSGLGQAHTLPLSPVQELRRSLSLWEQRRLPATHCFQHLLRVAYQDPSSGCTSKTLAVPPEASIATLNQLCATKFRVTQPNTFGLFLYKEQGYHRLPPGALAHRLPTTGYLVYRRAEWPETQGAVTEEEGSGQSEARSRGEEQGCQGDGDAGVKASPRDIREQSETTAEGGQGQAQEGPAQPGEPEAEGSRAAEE
MsrA act: activators of bovine methionine sulfoxide reductase A; purified bovine MsrA, absorbance read-out; activation, % at 10.6 µM; actives 0.3% (n = 360,000); in the data active = activation above about 7.5%;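 also: 0% = vehicle and 100% = reference activator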
SKN-1 inh: C. elegans SKN-1 inhibition; C. elegans VP596 Pgst-4::GFP/RFP ratio, acrylamide-induced, 24 h; AID 624304; inhibition, % at 21.8 µM; actives 0.49% (n = 360,000);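 active = interference check ratio from 0.5 to 1.5 plus GFP to RFP signal ratio inhibition reaching or exceeding a fixed threshold, cut at about 30% in these data, passing the limit was not always enough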; also: some compounds called inactive have numbers as strong as hits
FAS TE block: inhibitors of human fatty acid synthase thioesterase domain; P49327; recombinant FAS-TE, OMFH fluorogenic substrate, fluorescence endpoint; inhibition, % at 15 µM; actives 0.67% (n = 360,000); AID 602261;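 active = compounds whose normalised, plate-corrected inhibition of enzyme fluorescence in the single-dose primary screen is 50% or more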;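 also: 0% = DMSO with enzyme and 100% = substrate without enzyme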
eLon inh: inhibitors of E. coli Lon protease | P0A9M0 | actives 0.42% (n = 360,000) | inhibition, % at 7.94 µM | purified E. coli Lon protease, fluorescence polarization; in the data active = inhibition above about 13%, passing the limit was not always enough;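 also: 0% = enzyme with probe and DMSO and 100% = no enzyme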
The depositor's hits bear a star; i = inactive; . = no result given.

The opening 15 entries as a preview:
SMILES | MT1-MMP act inh | Neddylation inh | MLLE-PAM2 inh | CendR NRP1 mod | Rin1 Abl inh | MsrA act | SKN-1 inh | FAS TE block | eLon inh
Cc1nn(Cc2noc(C(=O)NCc3ccccn3)n2)c(C)c1Br | -1 | i | -12 | 6 | 3 | -3 | -2 | -7 | 6
CCOC(=O)c1nc(C)sc1-c1ccnn1S(=O)(=O)c1ccccc1C(F)(F)F | -1 | i | -1 | -12 | -1 | -1 | 7 | 22 | -3
CCCCC[C@@H](C)N1C[C@H](COCc2ccccc2)Oc2cc(N3CC[C@@H](O)C3)ccc2S1(=O)=O | -8 | i | . | -2 | . | 0 | 14 | 21 | 10
CN(C(=O)c1ccccc1)c1nc2ccccc2s1 | -1 | i | 2 | -2 | -1 | -1 | 23 | 7 | 8
CC1CCN(S(=O)(=O)c2ccc3c(c2)N(CC(=O)NCCCN2CCCCC2C)C(=O)CS3)CC1 (configuration not stated) | 0 | i | 21 | 7 | 3 | -1 | -9 | -6 | -3
CCOC(=O)C1C(c2ccccc2)N(C)OC1(O)C(F)(F)F (configuration not stated) | -2 | i | 17 | 5 | 1 | 2 | 8 | -6 | 0
COc1cc(OC)c2ccc(=O)oc2c1C(CCN1CCCC1)c1ccc(N(C)C)cc1 (configuration not stated) | 0 | i | 7 | 14 | -1 | -3 | -4 | 11 | 3
O=C(OCC(=O)N1CCN(C(=O)c2ccco2)CC1)c1cc(F)c(F)cc1Cl | -1 | i | 7 | 12 | -1 | 0 | 7 | -5 | -4
CCCn1c(N)c(C(=O)CSc2ncnc3sccc23)c(=O)n(C)c1=O | -14 | i | -26 | -21 | -17 | -3 | 6 | -4 | -7
O=CNc1cc(-c2ccsc2)cn2c(-c3ccccc3)cnc12 | -7 | i | -40 | -45 | 0 | 0 | -2 | 13 | -66
c1ccc(-c2noc(-c3ccc4c(c3)OCO4)n2)cc1 | 4 | i | 1 | 21 | 2 | -3 | 0 | -3 | -1
CN(CC(=O)Nc1ccc(Cl)c(Cl)c1)CC(=O)N1CCCCCC1 | -1 | i | 10 | -3 | 3 | 0 | 19 | 10 | -4
CS(=O)(=O)N(CC(=O)N1CCc2ccccc2C1)c1ccc(Br)cc1 | 0 | i | 1 | 5 | -2 | -7 | -2 | 13 | 6
COC(=O)c1sc(NC(=O)CSc2nnc(Cn3nnc4ccccc43)n2C)nc1C | -17 | i | 0 | -1 | -3 | -1 | 1 | -8 | -11
CN(Cc1c(F)cccc1Cl)C(=O)CNC(=O)c1ccc2c(c1)OCO2 | -1 | i | 4 | 4 | 35* | 2 | 6 | -6 | 1

Main list, from the start:
SMILES | MT1-MMP act inh | Neddylation inh | MLLE-PAM2 inh | CendR NRP1 mod | Rin1 Abl inh | MsrA act | SKN-1 inh | FAS TE block | eLon inh
Cc1nn(Cc2noc(C(=O)NCc3ccccn3)n2)c(C)c1Br | -1 | i | -12 | 6 | 3 | -3 | -2 | -7 | 6
CCOC(=O)c1nc(C)sc1-c1ccnn1S(=O)(=O)c1ccccc1C(F)(F)F | -1 | i | -1 | -12 | -1 | -1 | 7 | 22 | -3
CCCCC[C@@H](C)N1C[C@H](COCc2ccccc2)Oc2cc(N3CC[C@@H](O)C3)ccc2S1(=O)=O | -8 | i | . | -2 | . | 0 | 14 | 21 | 10
CN(C(=O)c1ccccc1)c1nc2ccccc2s1 | -1 | i | 2 | -2 | -1 | -1 | 23 | 7 | 8
CC1CCN(S(=O)(=O)c2ccc3c(c2)N(CC(=O)NCCCN2CCCCC2C)C(=O)CS3)CC1 (configuration not stated) | 0 | i | 21 | 7 | 3 | -1 | -9 | -6 | -3
CCOC(=O)C1C(c2ccccc2)N(C)OC1(O)C(F)(F)F (configuration not stated) | -2 | i | 17 | 5 | 1 | 2 | 8 | -6 | 0
COc1cc(OC)c2ccc(=O)oc2c1C(CCN1CCCC1)c1ccc(N(C)C)cc1 (configuration not stated) | 0 | i | 7 | 14 | -1 | -3 | -4 | 11 | 3
O=C(OCC(=O)N1CCN(C(=O)c2ccco2)CC1)c1cc(F)c(F)cc1Cl | -1 | i | 7 | 12 | -1 | 0 | 7 | -5 | -4
CCCn1c(N)c(C(=O)CSc2ncnc3sccc23)c(=O)n(C)c1=O | -14 | i | -26 | -21 | -17 | -3 | 6 | -4 | -7
O=CNc1cc(-c2ccsc2)cn2c(-c3ccccc3)cnc12 | -7 | i | -40 | -45 | 0 | 0 | -2 | 13 | -66
c1ccc(-c2noc(-c3ccc4c(c3)OCO4)n2)cc1 | 4 | i | 1 | 21 | 2 | -3 | 0 | -3 | -1
CN(CC(=O)Nc1ccc(Cl)c(Cl)c1)CC(=O)N1CCCCCC1 | -1 | i | 10 | -3 | 3 | 0 | 19 | 10 | -4
CS(=O)(=O)N(CC(=O)N1CCc2ccccc2C1)c1ccc(Br)cc1 | 0 | i | 1 | 5 | -2 | -7 | -2 | 13 | 6
COC(=O)c1sc(NC(=O)CSc2nnc(Cn3nnc4ccccc43)n2C)nc1C | -17 | i | 0 | -1 | -3 | -1 | 1 | -8 | -11
CN(Cc1c(F)cccc1Cl)C(=O)CNC(=O)c1ccc2c(c1)OCO2 | -1 | i | 4 | 4 | 35* | 2 | 6 | -6 | 1
O=C(Nc1ccc(S(=O)(=O)N2CCCC2)cc1)c1cc(F)c(F)cc1Cl | 6 | i | 0 | 11 | -4 | -9 | -18 | 1 | 7
O=C(CN1C(=O)CCC1=O)Nc1ccc(S(=O)(=O)N2CCOCC2)cc1 | 4 | i | -45 | 6 | -1 | -2 | 17 | -6 | 6
CCSc1nc(-c2ccccc2)c2cc(Cl)ccc2n1 | -4 | i | -10 | -4 | 0 | -4 | 5 | 19 | 5
C=CCNC(=O)c1sc(-c2ccccc2)nc1C | 3 | i | 8 | 5 | 5 | -10 | 6 | -4 | 3
COc1cccc(C(=O)Nc2nnc(C(C)C)s2)c1 | 4 | i | -5 | 2 | 0 | -9 | -7 | -10 | -1
C[C@@H]1COC(=O)[C@@H](CC(=O)OC(C)(C)C)C/C=C\C[C@@H](CC(=O)N[C@H](CO)Cc2ccccc2)C(=O)N1 | 3 | i | 9 | -12 | 0 | -2 | 10 | -10 | -4
Cc1ccc2cc3c(NC(=O)C(C)C)nn(C)c3nc2c1 | 11 | i | 6 | 10 | 1 | -8 | -2 | -3 | -3
COc1ccc(CCNC(=O)c2cccc(S(=O)(=O)N3CCCCC3)c2)cc1 | 1 | i | 7 | 3 | 2 | -8 | -2 | 7 | 3
Cc1ccc(C(=O)Nc2c(C)n(C)n(-c3ccccc3)c2=O)cc1S(=O)(=O)N1CCOCC1 | -1 | i | 14 | -13 | 0 | -2 | -5 | 1 | 2
Cc1cc(C)n2nc(CNS(=O)(=O)c3ccc(F)cc3)nc2n1 | 0 | i | -2 | 2 | -3 | 1 | 9 | -3 | 0

Next structures
SMILES | MT1-MMP act inh | Neddylation inh | MLLE-PAM2 inh | CendR NRP1 mod | Rin1 Abl inh | MsrA act | SKN-1 inh | FAS TE block | eLon inh
Nc1nonc1-n1nnc(C(=O)N/N=C/c2ccccc2Cl)c1-c1ccccc1 | -1 | i | -5 | 0 | 0 | -7 | 1 | -3 | 2
Cc1ccc(S(=O)(=O)N2CCOCC2)cc1NC(=O)COC(=O)COc1ccc(C#N)cc1 | 1 | i | -4 | -2 | 0 | -5 | -13 | -5 | -8
CO/N=C/c1ccc(Sc2ccccc2)c([N+](=O)[O-])c1 | 0 | i | -12 | 7 | 2 | -12 | -2 | 21 | -4
Nc1cccc(CN2CCCC2)c1 | -6 | i | -9 | -11 | 1 | -2 | 5 | -2 | 10
Cc1cccc2cc(CN(C(=O)c3cnccn3)C3CCCCC3)c(Cl)nc12 | -2 | i | 6 | 0 | 1 | -12 | -12 | 16 | 0
CN(C(=O)c1ccco1)c1nc(-c2ccc(F)cc2)cs1 | 0 | i | -2 | -5 | 4 | -2 | 14 | 2 | 9
O=C1CCCN1CC(O)CS(=O)(=O)Cc1ccccc1Cl (configuration not stated) | 1 | i | 0 | -1 | -2 | -4 | -1 | -3 | 4
Cn1c(NC(=O)c2cccs2)cc(=O)n(C)c1=O | -2 | i | -1 | 1 | -2 | -3 | 10 | -8 | 1
Nc1ccc(Cc2ccc(N)c(C(=O)O)c2)cc1C(=O)O | 1 | i | -5 | 3 | 3 | -11 | 6 | -8 | -3
COc1ccc(OCC(=O)Nn2c(-c3ccc(C)cc3)nc3ccccc3c2=O)cc1 | 0 | i | 2 | 3 | 1 | -4 | 1 | -6 | -12
CCn1c2ccccc2c2nnc(SCc3ccc(C(=O)OC)o3)nc21 | 7 | i | 41* | -8 | -2 | 7 | 13 | 20 | -1
COc1ccc(C(=O)Cn2c(Br)nc3c2c(=O)n(C)c(=O)n3C)cc1 | 7 | i | 5 | 15 | 1 | -11 | 4 | 1 | -3
Cc1cccn2c(=O)c(/C=C(\C#N)C(=O)NC3CCS(=O)(=O)C3)c(N3CCC(C)CC3)nc12 (configuration not stated) | -17 | i | -10 | -13 | -9 | -3 | 4 | 11 | 2
Cc1ccc(N2CCN(S(=O)(=O)c3ccc(F)c(C)c3)CC2)c(C)c1 | 0 | i | -15 | -8 | 3 | 3 | -7 | 29 | -4
CS(=O)(=O)N1CCCC(C(=O)Nc2ccc(F)c(F)c2)C1 (configuration not stated) | -3 | i | -8 | 11 | -1 | -2 | 25 | -5 | 2
COc1ccc(NC(=O)CSc2nnc(C3CCCCC3)n2N)cc1OC | 3 | i | -10 | -9 | -6 | -5 | 8 | -5 | 1
Cc1ccc(C2NC(=O)c3c(sc(C)c3C)N2)c(O)c1 (configuration not stated) | -9 | . | 0 | -8 | 4 | -8 | -2 | -5 | -19
CCOCCCNCC(=O)NCC1CCCCC1 | 1 | i | -15 | 4 | 5 | 2 | -17 | -7 | 4
CC(=O)O[C@]1(C(C)=O)CCC2C3CCC4=C/C(=N/OCC(=O)O)CC[C@]4(C)C3CC[C@@]21C (some centres not stated) | -1 | i | 4 | 8 | -4 | -1 | 3 | -3 | -2
O=S(=O)(Nc1cccc(-c2cn3cccnc3n2)c1)c1ccccc1 | 5 | . | -1 | 18 | -1 | -3 | 2 | -5 | -1
S=C(NCc1cccs1)Nc1cccc(Cl)c1Cl | -1 | i | 22 | 12 | 3 | -2 | 2 | 11 | -6
CC(=O)NC(CC(=O)Nc1ccc(S(=O)(=O)NC2=NCCCCC2)cc1)c1ccccc1 (configuration not stated) | 3 | i | -30 | -22 | 2 | -2 | 7 | -8 | -3
C/C(=N\S(=O)(=O)c1ccc(C)cc1)N1CCN(S(=O)(=O)c2ccccc2)C1C(C)C (configuration not stated) | 3 | i | -1 | 0 | -2 | -1 | 15 | 4 | -2
Cc1ccc(Nc2nc(N)nc(N)c2N=O)cc1Cl | -1 | i | . | 3 | . | -6 | 11 | 0 | 0
COc1ccc(NS(=O)(=O)c2ccc3c(c2)N(C(C)=O)CCS3)cc1 | 1 | i | 8 | -7 | 1 | -4 | -3 | 0 | -7
COc1cccc(-c2c(NC(=O)c3ccco3)oc3ccc(Cl)cc3c2=O)c1 | 0 | i | -3 | 8 | -1 | -6 | 5 | -4 | -2
Cc1oc(-c2ccc(Cl)cc2)nc1CN1CCC(C(=O)N2CCN(Cc3ccccc3)CC2)CC1 | 5 | i | 13 | 3 | -3 | 2 | 5 | 4 | -1

3 of the entries above in order of their number in SKN-1 inh, largest number first:
Structure	MT1-MMP act inh	Neddylation inh	MLLE-PAM2 inh	CendR NRP1 mod	Rin1 Abl inh	MsrA act	SKN-1 inh	eLon inh
CS(=O)(=O)N1CCCC(C(=O)Nc2ccc(F)c(F)c2)C1 (configuration not stated)	-3	i	-8	11	-1	-2	25	2
CCn1c2ccccc2c2nnc(SCc3ccc(C(=O)OC)o3)nc21	7	i	41*	-8	-2	7	13	-1
Cc1cccc2cc(CN(C(=O)c3cnccn3)C3CCCCC3)c(Cl)nc12	-2	i	6	0	1	-12	-12	0
